# Screening data as filed in PubChem BioAssay.
# LMPTP inh = LMPTP (human) inhibition | recombinant LMPTP-A, OMFP fluorogenic substrate, fluorescence intensity | inhibition, % at 20 µM | 360,000 compounds, 0.22% hits;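 active means compounds that cut the enzyme signal by at least half of the control window in the single-dose screen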;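 further: plate controls were DMSO wells with enzyme plus substrate for no effect and substrate without enzyme for full effect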
# Target sequence (P24666 whole entry, looked up): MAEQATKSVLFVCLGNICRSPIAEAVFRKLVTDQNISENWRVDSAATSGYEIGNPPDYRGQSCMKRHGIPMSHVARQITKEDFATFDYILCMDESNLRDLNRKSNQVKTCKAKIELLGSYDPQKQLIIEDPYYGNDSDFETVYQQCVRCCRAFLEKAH
#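 Test system: LMPTP-A, protein tyrosine phosphatase of low molecular weight; Input: 0.625 nM enzyme; Incubation: 50 min dark incubation at room temperature; Signal: endpoint fluorescence intensity from OMFP dephosphorylation; Read-out basis: % inhibition versus control wells.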
# SKN-1 block = C. elegans SKN-1 inhibition; C. elegans VP596 Pgst-4::GFP/RFP ratio, acrylamide-induced, 24 h; inhibition, % at 21.8 µM; 360,000 compounds, 0.49% hits; AID 624304;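 active means interference check ratio from 0.5 to 1.5 plus GFP to RFP signal ratio inhibition reaching or exceeding a fixed threshold, cut at about 30% in these data, passing the limit was not always enough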; further: some compounds called inactive have numbers as strong as hits
# NadD block = blocks S. aureus nicotinate mononucleotide adenylyltransferase. purified NadD enzyme, colorimetric absorbance read-out. 360,000 compounds, 0.78% hits. inhibition, % at 20 µM; in the data active means inhibition above about 26%; further: some compounds past the cut are filed as inactive
# STEP inh = STEP (human) phosphatase inhibition | P54829 | recombinant STEP, OMFP fluorogenic substrate, fluorescence | inhibition, % at 20 µM | 360,000 compounds, 0.25% hits;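 active means inhibition at 20 µM, scaled per plate between control wells, above about 37%, limit read from the data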;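 further: 0% = DMSO with enzyme and substrate and 100% = substrate only without enzyme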
# Target sequence (P54829 whole entry, looked up): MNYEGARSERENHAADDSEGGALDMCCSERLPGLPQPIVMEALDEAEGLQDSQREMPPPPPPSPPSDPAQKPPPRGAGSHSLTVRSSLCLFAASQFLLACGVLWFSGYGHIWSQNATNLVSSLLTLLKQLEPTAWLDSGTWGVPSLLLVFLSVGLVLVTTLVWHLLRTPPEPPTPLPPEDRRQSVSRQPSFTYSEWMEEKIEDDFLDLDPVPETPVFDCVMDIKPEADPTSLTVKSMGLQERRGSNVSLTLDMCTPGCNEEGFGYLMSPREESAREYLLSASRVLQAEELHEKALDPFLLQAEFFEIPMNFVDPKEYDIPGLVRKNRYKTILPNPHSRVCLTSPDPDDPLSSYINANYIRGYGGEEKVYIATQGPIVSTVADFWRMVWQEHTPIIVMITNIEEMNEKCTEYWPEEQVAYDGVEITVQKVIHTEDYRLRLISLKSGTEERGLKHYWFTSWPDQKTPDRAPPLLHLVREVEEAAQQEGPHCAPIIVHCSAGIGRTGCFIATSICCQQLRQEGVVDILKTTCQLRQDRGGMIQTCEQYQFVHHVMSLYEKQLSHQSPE
#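 System: STEP (striatal-enriched tyrosine phosphatase) enzyme, cell-free; medium: Bis-Tris pH 6.0 buffer with DTT, detergent; dosing: 20 µM, 1% DMSO; times: reaction 20 min, ambient temperature; detection: fluorescence, 480/540 nm; read-out basis: normalized % inhibition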
# CendR NRP1 mod = NRP-1/CendR interaction modulation | O14786 | FAM-RPARPAR peptide binding to NRP-1, fluorescence polarization | inhibition, % at 25 µM | 360,000 compounds, 0.85% hits;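 active means inhibition or corrected inhibition above about 18%, plus a signal ratio from 0.5 to 1.5, limit read from the data, passing the limit was not always enough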; further: strong numbers were not always called active
# DNMT1 block = blocks human DNA methyltransferase DNMT1 | inhibition (reported as % activation of signal), % at 10 µM | 360,000 compounds, 0.83% hits | DNMT1 molecular beacon, Hinp1I cleavage, fluorescence; in the data active means inhibition above about 50%
# Scp-1 inhibitor = Scp-1 (human) phosphatase inhibition. Q9GZU7. Recombinant Scp1, phosphopeptide, malachite green phosphate absorbance. inhibition, % at 20 µM. 340,000 compounds, 0.88% hits. AID 493091;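 active means inhibition above about 50% at 20 µM, limit read from the data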;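 further: plate controls were DMSO wells with enzyme for no effect and wells lacking enzyme for full effect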
# Target sequence (Q9GZU7 76-261 limits assumed): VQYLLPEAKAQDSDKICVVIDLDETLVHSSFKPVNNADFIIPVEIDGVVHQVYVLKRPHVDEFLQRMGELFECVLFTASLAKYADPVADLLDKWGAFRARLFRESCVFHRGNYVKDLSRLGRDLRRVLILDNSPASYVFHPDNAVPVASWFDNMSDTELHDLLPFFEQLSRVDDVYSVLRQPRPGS
#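 Assay system: SCP-1 catalytic fragment, aa 76-261 | Buffer or medium: Tris acetate buffer pH 5.5 with MgCl2 and Tween-20 | Compound: One concentration, 20 µM, with 1.0% DMSO | Also added: Phospho 17-mer peptide substrate | Signal: Absorbance at 630 nm | Incubation: 45 min enzyme reaction at room temperature | Measure: % inhibition of SCP-1 phosphate liberation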
# MT1-MMP act inh = MT1-MMP (human) activation inhibition; P50281; HT1080 RFP-PRO-GFP cells, GFP/RFP ratio fluorescence, overnight; percent of plate control window, DMSO zero; 360,000 compounds, 0.061% hits; AID 651647; GFP/RFP ratio change, % at 20 µM;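 active means GFP/RFP ratio change of at least 30% with cell ATP level not reduced by more than half and red fluorescence within 50% of control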; further: strong numbers were not always called active
#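 Test system: HT1080 RFP-PRO-GFP cells; Benchmarks: DMSO and RFP-L50D-GFP cell wells; Timing: cells overnight before dosing, compound overnight, 37 °C, 5% CO2; Compound: one 20 µM compound dose with 1% DMSO; Read-out: GFP/RFP fluorescence ratio.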
# Rpn11 block = inhibitors of human proteasome Rpn11; O00487; human 26S proteasome, Ub4-pepOG fluorescence polarization; 20S core pre-blocked with epoxomicin; calls only at 20 µM; 360,000 compounds, 0.59% hits;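 active means inhibition at 20 µM, scaled to each plate's controls, above about 33%, limit read from the data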
# SUMO1 PPI mod = alters human SUMO1 binding to SIM partners; AID 602429; SUMO1 binding to a labelled peptide, TR-FRET, 1 h; inhibition, % at 20 µM; 360,000 compounds, 0.33% hits; in the data active means inhibition above about 37%
# Target sequence (P63165 whole entry, looked up): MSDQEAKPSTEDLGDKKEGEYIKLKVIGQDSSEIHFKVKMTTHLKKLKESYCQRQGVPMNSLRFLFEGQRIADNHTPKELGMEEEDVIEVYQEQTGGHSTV
# * marks the source's active call; other numbers are inactive results; i = inactive; / = not tested or not shown; + = active, no number.
# Below each SMILES – LMPTP inh	SKN-1 block	NadD block	STEP inh	CendR NRP1 mod	DNMT1 block	Scp-1 inhibitor	MT1-MMP act inh	Rpn11 block	SUMO1 PPI mod
CC(C)N1CCc2c(sc(NC(=O)c3cc(-c4cccs4)nc4ccccc34)c2C(N)=O)C1
    0.8	6.6	20.4	10.1	-252.3	-13.7	-4.8	-50.9	+	-36.0
Cc1cc(O)c(C(=O)/C=C/c2ccc(Cl)cc2)c(=O)o1
    1.1	2.5	14.7	3.7	-38.3	4.8	-21.8	-20.7	/	8.4
N#CCCn1cc(C(CC(=O)c2ccc(Br)cc2)C(=O)O)c2ccccc21 (stereo not drawn)
    -0.1	-19.8	-5.7	0.3	-10.5	12.0	15.1	-1.1	i	8.2
CC(=O)c1cccc(NC(=O)CCCOc2ccc(C)cc2)c1
    -1.2	-6.4	-5.5	-1.3	-13.9	-6.1	-4.8	-3.5	i	-0.4
CCN(CC)C(=O)CN(C#N)c1nc(NC(C)C)nc(NC(C)C)n1
    0.5	2.3	2.5	-2.5	-4.6	1.6	-9.0	4.2	i	-2.0
Cc1ccc(S(=O)(=O)NCC(=O)OCC(=O)N2N=C(c3ccc(Cl)cc3)CC2c2ccco2)cc1C (stereo not drawn)
    4.6	14.1	8.9	3.3	-15.0	-8.9	-13.1	7.9	i	-1.8
COc1ccc(/C=N/N2CCN(C3c4ccccc4-c4ccccc43)CC2)cc1OC
    1.6	7.3	0.2	2.1	-7.2	-1.3	-2.7	-3.7	i	0.5
CC(Cc1cccs1)NC(=O)Nc1cccc(Cl)c1 (stereo not drawn)
    0.1	19.9	-5.2	0.5	6.9	-2.0	-7.8	0.5	i	-5.7
Cc1cc(NC(=O)C2Oc3ccccc3OC2C)no1 (stereo not drawn)
    -1.0	9.5	-1.5	-1.5	9.7	1.1	-8.0	-2.2	i	1.8
CCOc1ccc2nc(N3CCCC(C(=O)NCCCN4CCOCC4)C3)sc2c1 (stereo not drawn)
    -1.8	9.7	-1.4	1.2	-0.6	-1.1	-9.1	1.7	i	4.6
CC(C)CN(C(=O)CN(C)C(=O)Cc1ccc(Cl)cc1)c1c(N)n(CC(C)C)c(=O)[nH]c1=O
    0.0	12.8	-3.5	-0.2	10.4	0.7	-0.8	-4.4	i	-1.4
COc1cc(C)c(CNc2cc(C)cc(C)c2)cc1C
    2.6	6.8	1.0	-0.6	-1.0	2.7	-2.7	1.8	i	-7.6
NNC(=O)c1c[nH]c2ccc(OCc3ccccc3)cc12
    -0.9	-4.9	9.0	-0.2	-1.8	-1.5	11.0	-0.5	i	4.8
Cc1ccc(Nc2nc(-c3ccc(S(=O)(=O)N4CCOCC4)cc3)cs2)cc1Cl
    2.2	7.2	28.7	-2.4	6.5	12.3	3.0	-4.4	i	-1.3
OC(CSc1ccccc1Cl)CN1CCN(c2ccccc2F)CC1 (stereo not drawn)
    3.2	-1.0	-5.3	-3.8	0.7	-8.5	-4.3	5.3	i	1.8
CC(SCC(=O)Nc1ccc(S(=O)(=O)N2CCCCC2)cc1)C(=O)O (stereo not drawn)
    0.4	5.3	2.0	-0.4	-6.6	-9.3	1.0	-3.8	i	2.9
O=C(CCNS(=O)(=O)c1ccccc1C(F)(F)F)N1CCCCCCC1
    0.4	11.8	-0.4	-2.1	0.2	52.5*	-4.9	2.9	i	2.4
CCc1cccc(NC(=O)CCc2nc3sc4c(c3c(=O)[nH]2)CCCC4)c1
    2.8	-4.9	6.2	6.8	-42.5	24.1	32.4	-2.7	+	5.6
CCOc1ccc(CSC(=N)N)cc1[N+](=O)[O-]
    -1.8	3.5	-4.1	-1.5	-4.0	0.2	-4.4	8.4	i	-12.7
COC(=O)c1ccc(Cn2nnc3c(=O)[nH]c(C4CCN(S(=O)(=O)c5cc(C)ccc5C)CC4)nc32)cc1
    3.2	10.9	21.4	2.1	9.6	-9.3	-6.9	0.6	i	1.4

# Single records (already shown). Order of values: LMPTP inh | SKN-1 block | NadD block | STEP inh | CendR NRP1 mod | DNMT1 block | Scp-1 inhibitor | MT1-MMP act inh | Rpn11 block | SUMO1 PPI mod
# `COC(=O)c1ccc(Cn2nnc3c(=O)[nH]c(C4CCN(S(=O)(=O)c5cc(C)ccc5C)CC4)nc32)cc1` across the screens: 3.2 | 10.9 | 21.4 | 2.1 | 9.6 | -9.3 | -6.9 | 0.6 | i | 1.4
# `COc1cc(C)c(CNc2cc(C)cc(C)c2)cc1C` across the screens: 2.6 | 6.8 | 1.0 | -0.6 | -1.0 | 2.7 | -2.7 | 1.8 | i | -7.6

# Additional structures:
# Below each SMILES – LMPTP inh	SKN-1 block	NadD block	STEP inh	CendR NRP1 mod	DNMT1 block	Scp-1 inhibitor	MT1-MMP act inh	Rpn11 block	SUMO1 PPI mod
COc1ccc(CN2C(=O)CN(S(C)(=O)=O)CC2(C)C(=O)NC(C)C)cc1OC (stereo not drawn)
    -1.7	-11.1	/	/	-7.3	/	/	9.6	/	-2.7
CCOC(=O)N1CCN(C(=O)CSc2nc3c([nH]c4ccccc43)c(=O)n2CCOC)CC1
    1.0	-1.2	-3.1	0.9	6.4	-0.6	-4.8	0.7	i	-2.3
CCOC(=O)CSc1snnc1-c1ccccc1
    1.6	4.4	-8.0	5.4	0.8	0.0	-0.4	0.7	i	0.5
O=c1[nH]c(-c2ccccc2)c(-c2ccccc2)nc1[N+](=O)[O-]
    -2.4	3.1	-4.0	0.0	0.9	-1.7	-7.0	2.5	i	-4.8
CC1CCCC(NC(=O)C2COc3ccccc3O2)C1C (stereo not drawn)
    0.0	6.8	-5.7	2.5	3.9	-0.6	-6.1	0.6	i	5.4
CCC(=O)Nc1ccc(C(=O)CSc2nc3ccccc3[nH]2)cc1
    3.9	3.0	14.5	0.2	-14.5	11.2	-3.1	0.6	i	-1.0
CN(C(=O)COc1ccccc1)c1nc(-c2ccc(F)cc2)cs1
    0.2	5.8	3.3	2.2	4.8	-0.9	-5.7	1.6	i	2.0
Cc1occc1C(=O)N/N=C/c1cccs1
    -1.2	-4.8	-5.7	-2.1	4.6	2.2	13.0	-3.4	i	-4.6
CSc1nc2c(c(=O)n1-c1ccc(C)cc1)SCC2
    -1.7	-2.8	2.2	0.2	-5.4	0.4	-8.1	0.5	i	-7.3
O=C1Nc2ccc3c(c2C1=Cc1cc2c(cc1Br)OCO2)OCO3
    20.6	9.8	9.3	2.8	10.8	67.1*	15.5	6.9	i	1.2
COc1ccccc1NC(=O)Cn1cnc2sc(C(=O)Nc3ccc(OC)c(OC)c3)c(C)c2c1=O
    1.1	9.9	6.6	-0.5	-0.5	-0.7	-2.5	1.8	i	-1.9
O=C(COc1ccc(F)cc1Br)N1CCN(c2ncccn2)CC1
    1.4	4.1	-6.2	-0.3	7.0	-1.6	-1.4	0.8	i	-4.3
Cc1cccc2cc(CN(Cc3nnnn3Cc3ccccc3)C3CCCC3)c(=O)[nH]c12
    -0.2	13.4	13.7	-2.2	-4.2	-3.6	-2.5	-2.5	i	-3.7
C=CCSc1nc2c(cc1C#N)CCC2
    -0.6	21.9	-6.7	2.5	7.1	4.0	-10.7	-2.0	i	9.3
COc1ccc(C2CC23N=C(c2ccccc2)OC3=O)cc1 (stereo not drawn)
    -1.9	-8.9	-2.3	-0.7	3.4	-2.0	-2.7	-0.8	i	-0.3
Cc1ccc(N2C(=O)N(CC(=O)Nc3cc(Cl)ccc3C)C(=O)C2C)cc1 (stereo not drawn)
    -0.7	7.7	-7.5	0.4	-5.8	-0.5	-4.0	4.6	i	0.1
CCCOC(=O)c1c(NC(=O)CCCn2nc([N+](=O)[O-])c(Cl)c2C)sc(C(=O)OC)c1C
    1.4	3.8	-6.0	0.9	-7.6	8.9	-11.6	3.4	i	-3.3
C=CC[C@@H](Cc1ccc(F)cc1)C(=O)OC[C@H]1CCCN1C(=O)[C@H](CC=C)CC(=O)N(CCO)Cc1ccccc1
    1.5	6.0	-8.1	1.4	-1.5	7.5	-16.7	-6.2	i	-3.1
O=C(c1ccc([N+](=O)[O-])cc1[N+](=O)[O-])N1CCCC1
    -1.3	10.1	-2.6	-2.2	4.3	-0.9	-9.6	1.4	i	-32.8
COc1cc(OC)c(S(=O)(=O)Nc2ccc(C(=O)O)cc2)cc1S(=O)(=O)Nc1ccc(C(=O)O)cc1
    -1.0	13.7	-1.2	-0.6	4.5	1.0	-7.7	-0.1	i	4.1
CC(C)COCc1ccc(O)c2ncccc12
    -2.0	4.9	0.0	8.0	6.5	3.8	-9.3	-2.2	i	-4.6
CN(C)S(=O)(=O)c1ccc(Cl)c(C(=O)Nc2ccc(S(=O)(=O)N3CCOCC3)cc2)c1
    0.0	-2.9	-2.8	-0.5	-12.7	-4.0	-5.3	0.0	i	5.6
CC(=O)Nc1ccc(S(=O)(=O)NCCC(=O)Nc2ccc(C)c(Cl)c2)cc1
    0.1	-0.2	-1.6	-3.2	1.9	1.1	-5.5	1.5	i	-3.5
COc1ccccc1NC(=O)CNC(=O)c1ccccc1
    -0.7	24.9	-0.1	1.2	-15.1	2.6	-9.6	-1.9	i	1.9
CCSc1nnc(-c2ccc(OC)cc2)o1
    -0.6	9.4	4.4	-4.7	1.3	-0.5	-1.6	1.1	i	3.8
COc1ccc(OC)c(S(=O)(=O)N2CCN(c3ccc(F)cc3)CC2)c1
    -0.4	-1.3	-2.7	-0.7	1.1	3.5	8.1	0.8	i	2.5
COc1cc(/C=N/NC(=O)c2ccccn2)ccc1OC(=O)c1ccccc1Br
    2.3	-20.7	-2.9	0.1	2.1	-3.5	-4.8	-3.4	i	-28.3
Cc1sc2ncnc(SCC(=O)N(C(C)C)C(C)C)c2c1C
    -2.0	7.5	-4.4	-0.9	0.4	1.6	-5.2	1.2	i	-2.3
CC(=O)N(C)c1ccc(NS(=O)(=O)c2cc(Cl)ccc2Cl)cc1
    -1.1	12.0	-5.7	1.0	2.8	-2.1	-1.4	1.8	i	-2.5
COc1ccc(C(=O)OCC(=O)c2ccco2)cc1[N+](=O)[O-]
    6.0	8.0	3.6	6.2	-1.4	33.1	/	-0.6	i	-24.5
O=S(=O)([O-])CCC[N+]1(CC#Cc2ccccc2)CCCCC1
    -0.4	-3.0	4.4	-0.3	-0.3	-1.2	-10.5	4.2	i	3.1
CCn1c(COc2cccc(C)c2)nnc1SCC(=O)Nc1cccc(C(=O)OC)c1
    0.1	11.2	-5.0	-5.5	14.7	-1.7	0.8	7.0	i	1.4
O=[N+]([O-])c1ccc(/C=C2\CCC(C3=CCCC3)=C2N2CCOCC2)cc1
    -0.4	12.1	7.8	0.9	-3.7	-8.7	-9.3	2.3	i	-13.8
